Screening results deposited in PubChem by The Scripps Research Institute Molecular Screening Center.
TEAD-YAP block: TEAD-YAP interaction inhibition, primary screen, TEAD-YAP interaction inhibitor project, luminescence, HEK-TIYL cells; TEAD-Gal4/YAP UAS-luciferase luminescence; inhibition, % at 9.12 µM; hit rate 1.4% among 640,000; in the data active = inhibition above about 32%;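 note: 0% = median of test compound wells and 100% = reference inhibitor wells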
GPR151 activ: activators of human GPR151, primary screen, cell-based, PathHunter beta-arrestin, luminescence; activation, % at 11.2 µM; hit rate 1% among 650,000; PathHunter beta-arrestin GPR151 cells; AID 1508602, 2020; in the data active = activation above about 4.9%;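 note: 0% = median of compound wells and 100% = cells with positive control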
Target sequence (Q8TDV0 whole entry, looked up): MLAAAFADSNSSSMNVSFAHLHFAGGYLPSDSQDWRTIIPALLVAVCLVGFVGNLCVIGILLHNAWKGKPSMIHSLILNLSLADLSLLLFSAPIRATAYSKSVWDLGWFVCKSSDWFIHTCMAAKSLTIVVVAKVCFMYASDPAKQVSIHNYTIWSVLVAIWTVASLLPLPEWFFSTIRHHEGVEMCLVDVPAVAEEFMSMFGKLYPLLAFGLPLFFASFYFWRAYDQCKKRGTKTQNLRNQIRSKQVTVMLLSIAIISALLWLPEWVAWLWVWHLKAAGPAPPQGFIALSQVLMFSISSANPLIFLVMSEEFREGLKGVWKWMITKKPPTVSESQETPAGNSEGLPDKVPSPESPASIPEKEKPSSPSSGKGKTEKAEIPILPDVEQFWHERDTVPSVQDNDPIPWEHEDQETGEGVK
MITF primary: MITF inhibitors, primary screen, biochemical, AlphaScreen, human. Microphthalmia-associated transcription factor (Homo sapiens), O75030. AlphaScreen MITF homodimerization, bead proximity signal. inhibition, % at 2.6 µM. hit rate 0.91% among 650,000. AID 1259374, 2018; in the data active = inhibition above about 50%;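 note: 0% = vehicle wells with protein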
FBW7 act: FBW7 E3 ligase activators, primary screen, biochemical, AlphaScreen, human. F-box/WD repeat-containing protein 7 (Homo sapiens), Q969H0. AlphaScreen FBW7–phospho-cyclin E peptide binding, activator screen. normalized activity (activation), % at 26.1 µM. hit rate 0.13% among 650,000; in the data active = normalized activity above about 1.9%;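 note: purified mutant Fbw7 with reduced substrate affinity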
Target sequence (Q969H0 whole entry, looked up): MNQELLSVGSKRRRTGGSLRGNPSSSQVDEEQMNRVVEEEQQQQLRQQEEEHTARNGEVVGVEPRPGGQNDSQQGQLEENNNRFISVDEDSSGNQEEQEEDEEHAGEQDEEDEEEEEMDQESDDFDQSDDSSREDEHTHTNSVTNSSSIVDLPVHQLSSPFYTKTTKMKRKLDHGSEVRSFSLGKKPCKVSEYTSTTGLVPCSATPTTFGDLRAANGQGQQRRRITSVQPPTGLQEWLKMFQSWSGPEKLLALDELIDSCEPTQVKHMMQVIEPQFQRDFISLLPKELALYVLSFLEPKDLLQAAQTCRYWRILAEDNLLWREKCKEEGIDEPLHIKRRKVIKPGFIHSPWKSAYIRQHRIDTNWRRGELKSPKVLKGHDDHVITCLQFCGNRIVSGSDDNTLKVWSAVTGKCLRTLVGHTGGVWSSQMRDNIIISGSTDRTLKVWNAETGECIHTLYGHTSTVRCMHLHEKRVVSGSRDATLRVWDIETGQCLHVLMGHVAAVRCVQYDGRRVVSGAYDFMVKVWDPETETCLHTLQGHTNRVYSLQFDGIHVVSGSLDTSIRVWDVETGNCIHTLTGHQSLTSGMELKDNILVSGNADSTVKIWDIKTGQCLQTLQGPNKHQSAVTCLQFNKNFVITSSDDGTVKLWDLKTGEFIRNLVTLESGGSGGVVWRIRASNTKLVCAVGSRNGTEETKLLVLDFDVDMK
* marks the source's active call; other numbers are inactive results.

SMILES	TEAD-YAP block	GPR151 activ	MITF primary	FBW7 act
CCc1ccccc1NC(=O)Cn1nnc(-c2ccccc2N)n1	10.9	0.1	6.4	-0.1
CC(=O)OCC1OC(n2ncc(=O)n(Cc3ccccc3)c2=O)C(OC(C)=O)C1OC(C)=O (centres undefined)	9.3	-1.4	1.0	0.4
C(=N\Nc1nncc(-c2ccccc2)n1)/c1cccs1	-38.8	0.7	-6.6	0.6
O=C1S/C(=C/c2ccccc2F)C(=O)N1Cc1cccc([N+](=O)[O-])c1	1.7	-0.1	6.3	0.2
CC1CCCCN1C(=O)Cn1nc2c3ccccc3nc(C(C)(C)C)n2c1=O (centres undefined)	4.6	0.6	-5.6	-0.2
O=C(/C=C/c1cccc2ccccc12)Nc1ccc(S(=O)(=O)N2CCCCCC2)cc1	19.5	1.5	15.3	0.5
COc1nnc(SC)n1-c1cccc2ccccc12	-10.0	1.1	-7.1	0.2
NC(=O)CSc1nnc2n(Cc3ccc(Cl)cc3)c3ccccc3n12	6.2	1.4	-2.7	-0.1
Cn1c(Nc2cc(NCc3cccc(C(F)(F)F)c3)ncn2)nc2ccccc21	8.4	-1.0	8.1	-0.1
Cn1c(=O)c2sccc2n2c(CCCC(=O)Nc3ccccc3F)nnc12	0.0	-0.4	-7.6	0.2
COc1ccc(C2C(C(=O)N3CCC(C)CC3)c3ccccc3C(=O)N2C2CCCCC2)cc1 (centres undefined)	8.2	0.7	-2.1	-0.1
O=C1Nc2ccc(I)cc2C1=O	5.7	-1.3	-1.1	-0.2
CN1C(=O)C(O)(N2CCOCC2)c2ccccc21 (centres undefined)	-5.1	0.2	-10.9	-0.1
COc1cccc2c(C)cc(N3CCCCCC3)nc12	3.0	-0.8	6.5	-0.2
CCOc1cc(C(=O)Nc2ccc3c(c2)N(C)C(=O)C(C)(C)CO3)cc(OCC)c1OCC	-2.0	-2.0	17.1	0.1
COc1cccc(-n2cc(C(=O)NCCC(=O)Nc3cc(OC)ccc3OC)c3ccccc3c2=O)c1	7.7	0.0	-1.7	0.0
CC(C)[C@H](O)C(=O)N1CCCC(Nc2ccc3[nH]ncc3c2)C1 (some centres undefined)	-1.8	-1.8	15.8	-0.1
Cc1ccccc1C(=O)NC(=S)Nc1ccc(I)cn1	-10.2	-0.7	-0.9	0.2
CC1(C)CC(=O)C2=C(C1)OC1=C(C(=O)CC(C)(C)C1)C2c1ccc([N+](=O)[O-])cc1	8.1	0.6	1.7	0.0
CCN1CCN(c2ncnc3c2c(-c2ccccc2)cn3-c2cccc(Cl)c2)CC1	-11.1	-1.3	-2.5	-0.4
Cc1cc(C)c2sc(N3CCCC3)nc2c1	-51.8	1.3	12.5	1.4
CC(=O)N1CC(C)Oc2cc(S(=O)(=O)Nc3cccc(C(F)(F)F)c3)ccc21 (centres undefined)	5.9	-0.1	4.2	0.0
COc1ccc(-c2cncc(-c3cccc(NC(C)=O)c3)n2)cc1	1.2	0.8	22.2	0.4
COc1c(Cl)ccc(Cl)c1C(=O)NC1CCCCCCCCCCC1	2.1	1.5	5.3	-0.2
CCOc1cc2c(cc1OCC)C(c1ccc(C)cc1)NCC2 (centres undefined)	2.2	-1.9	14.4	0.0
NC(=O)CCN1C(=O)/C(=C/c2ccc(F)cc2)SC1=S	7.7	1.8	3.8	0.0
COc1ccc(-c2nc(Nc3ccc(Oc4ccccc4)cc3)c3cc(OC)c(OC)cc3n2)cc1	-1.9	3.9	-5.0	0.1
CCC(C)N1CCN(S(=O)(=O)c2ccccc2[N+](=O)[O-])CC1 (centres undefined)	8.9	2.0	43.1	0.0
CN(C(=O)n1cnc2ccccc21)c1ccccc1	7.0	0.3	12.5	0.2
Cc1ccc(-c2[nH]nc3c2C(c2ccc(OC(=O)c4ccccc4Cl)cc2)C(C#N)=C(N)O3)cc1 (centres undefined)	0.7	0.7	0.7	-0.1
Cc1cc(C)cc(OCC(=O)Nc2cccc(Cl)c2C)c1	5.1	0.0	-3.4	0.0
Cc1cccc(Cl)c1OCCOCCNCCN	9.0	0.7	60.7*	0.3
Cc1ccc(OCc2nc3ccccc3n2CCC(C)C)cc1	-23.3	-0.2	-10.0	0.0
COC(=O)c1ccccc1NC(=O)C(=O)NCc1ccco1	-8.3	-1.1	12.2	0.8
O=C1C2C(C(=O)N1c1ccccc1Cl)C1C=CC2C12CC2 (centres undefined)	7.7	-0.6	-15.3	0.3
O=C1N=C(N2CCOCC2)S/C1=C/c1ccccc1OS(=O)(=O)c1ccccc1	-12.1	-0.4	-2.3	-0.3
COc1ccc(C2C(C#N)=C(N)Oc3cc(C)oc(=O)c32)cc1Cn1cc([N+](=O)[O-])cn1 (centres undefined)	5.9	-0.3	9.2	0.1
Cn1c(=NC(=O)c2ccc(C(=O)c3ccccc3)cc2)sc2ccccc21	-3.7	1.5	-10.3	-0.1
CCOc1ccc(C(C)(C)C)cc1S(=O)(=O)N1CCC(C(N)=O)CC1	5.4	0.1	4.4	0.0
COc1ccc(C2/C(=C(/O)c3ccc(C)cc3)C(=O)C(=O)N2CCCC(=O)O)cc1 (centres undefined)	8.2	-2.0	-4.9	0.3
CC(=O)c1cccc(NC(=O)c2ccc(Br)o2)c1	-11.8	-0.8	-15.8	0.1
CCNc1ccc(C(=O)N/N=C(\C)c2cccs2)cc1[N+](=O)[O-]	50.2*	-0.7	15.5	-0.1
Cc1ccc(C(=O)CSc2nnnn2C(C)C)cc1C	-61.9	-0.9	-5.9	0.1
Cc1ccc(C)c(N2C(=O)c3ccc(C(=O)c4ccc5c(c4)C(=O)N(c4cc(C)ccc4C)C5=O)cc3C2=O)c1	1.4	-0.9	-9.2	-0.1
Cc1cc(C)n(CCN(C)Cc2c(C(=O)N3CCCC3)nc3ccccn23)n1	-5.5	0.3	-11.5	-0.1
O=S(=O)(c1ccccc1)c1nc(-c2cccs2)oc1NCC1CCCO1 (centres undefined)	5.9	2.9	-6.4	-0.1
COc1ccccc1/C=C1\N=C(c2ccccc2Br)OC1=O	-7.9	-0.7	0.2	0.0
CCN(CC)c1ccc(C(=O)N2CCN(c3ccccc3OC)CC2)cc1	-7.5	-0.7	10.8	-0.1
COc1ccc2nc(-c3ccc(F)c(NC(=O)c4ccccc4C)c3)cn2n1	-38.6	-1.8	-1.7	0.0
COc1cccc(NC(=O)CN2CCN(S(=O)(=O)c3ccc(F)cc3)CC2)c1	1.2	0.9	9.9	0.1
CC(C)(C)c1ccc(C(=O)Nc2nnc(-c3ccco3)s2)cc1	-22.1	0.5	-5.5	-0.1
Cc1onc(-c2ccccc2)c1C(=O)NCCc1ccccc1	3.7	0.2	11.3	0.1
COC(=O)c1ccc(C2C(C#N)=C(N)OC3=C2C(=O)CC(c2ccccc2)C3)cc1 (centres undefined)	2.0	0.6	-12.5	0.0
N#Cc1c(C(F)(F)F)cc(-c2ccccc2)nc1SCC(=O)Nc1ccc(C(N)=O)cc1	-2.7	-1.3	7.8	0.3
Cc1ccc(C(=O)NCC(=O)OC(C)C(=O)Nc2ccc3c(c2)OCCO3)s1 (centres undefined)	5.5	0.9	-9.7	-0.1
O=C(Nc1cc(Cl)cc(Cl)c1)c1cc(S(=O)(=O)N2CCc3ccccc3C2)ccc1F	13.0	-1.5	5.9	0.0
O=C1CCCC2=C1C(c1cccc(O)c1)C1=C(CCCC1=O)O2	5.1	1.7	-1.8	0.1
C/C(=N\S(=O)(=O)c1ccc(C)cc1)Nc1c(C)cc(O)cc1C	-4.9	-0.6	17.4	0.0
CC(=O)Nc1nnc(SCC(=O)Nc2ccc(N(C)C)cc2)s1	-7.5	1.1	-7.1	-0.2
CCCCCCNC(=O)c1ccc2nc(C)c(C)nc2c1	-47.3	-3.1	-13.1	0.1

Single records, from the list above. Order of values: TEAD-YAP block	GPR151 activ	MITF primary	FBW7 act
Results for CCN1CCN(c2ncnc3c2c(-c2ccccc2)cn3-c2cccc(Cl)c2)CC1 → -11.1	-1.3	-2.5	-0.4
Results for Cc1cc(C)c2sc(N3CCCC3)nc2c1 → -51.8	1.3	12.5	1.4
Results for COc1ccc(-c2cncc(-c3cccc(NC(C)=O)c3)n2)cc1 → 1.2	0.8	22.2	0.4
Results for NC(=O)CSc1nnc2n(Cc3ccc(Cl)cc3)c3ccccc3n12 → 6.2	1.4	-2.7	-0.1
Results for CCCCCCNC(=O)c1ccc2nc(C)c(C)nc2c1 → -47.3	-3.1	-13.1	0.1

Continuation.
SMILES	TEAD-YAP block	GPR151 activ	MITF primary	FBW7 act
COc1cc(C2C(C(=O)C(C)(C)C)=C(O)C(=O)N2Cc2ccccc2)ccc1O (centres undefined)	4.3	-1.1	9.0	0.1
COc1ccccc1CNS(=O)(=O)c1ccc2c(c1)oc(=O)n2C	1.9	5.9*	18.0	0.1
CCCc1cc(C(=O)Nc2cccnc2Cl)no1	-29.0	1.1	-8.2	0.0
COc1ccc2c(c1)sc(=NC(=O)C1=COCCO1)n2C	-19.0	-0.5	-4.9	0.1
NC(=O)c1ccccc1NC(=O)c1ccccc1S(=O)(=O)c1ccccc1[N+](=O)[O-]	-4.2	0.5	-4.3	0.0
COc1cc2c(cc1OC)CN(C(=O)CCC(=O)O)CC2	-4.0	-0.2	-4.0	0.1
O=c1/c(=C\c2ccc(OCc3c(F)cccc3Cl)cc2)sc2nc3ccccc3n12	12.0	0.6	-0.2	-0.1
CCOc1ccccc1C(=O)NC(Nc1sc(C)c(CC)c1C#N)(C(F)(F)F)C(F)(F)F	4.4	1.4	16.0	0.1
N#CC1(C#N)[C@@H]2c3ccccc3C=CN2[C@@H](C(=O)C23CC4CC(CC(C4)C2)C3)[C@@H]1c1cccnc1	9.9	-1.1	-10.0	-0.6
Cn1nnc2cc(NC(=O)Nc3nccs3)ccc21	-18.7	-2.2	-15.8	-0.2
COCCCNC(=O)CN(c1cc(Cl)c(Cl)cc1Cl)S(C)(=O)=O	-8.9	2.4	-1.4	0.1
C=CCOC(=O)C1=C(C)N=c2s/c(=C3/C(=O)N(CC)c4ccccc43)c(=O)n2C1c1ccccc1 (centres undefined)	-3.0	0.2	-0.5	0.2

2 successive records out of the list so far, quoted:
SMILES	TEAD-YAP block	GPR151 activ	MITF primary	FBW7 act
CCc1ccccc1NC(=O)Cn1nnc(-c2ccccc2N)n1	10.9	0.1	6.4	-0.1
CC(=O)OCC1OC(n2ncc(=O)n(Cc3ccccc3)c2=O)C(OC(C)=O)C1OC(C)=O (centres undefined)	9.3	-1.4	1.0	0.4

(cont.)
SMILES	TEAD-YAP block	GPR151 activ	MITF primary	FBW7 act
Clc1ccc2nc(-c3cccs3)cc(-c3ccccc3)c2c1	9.1	0.7	-1.4	-0.1
CC(C)(C)c1ccc(OCCC(=O)NCc2ccco2)cc1	1.1	-0.6	-1.6	0.4
CC(=O)c1ccc(N2C(=O)/C(=C3/C(=O)N(C)c4ccccc43)SC2=S)cc1	-1.8	1.5	-0.2	0.0
CC(C)c1ccc(NC(=O)C2C3C=CC4(O3)C2C(=O)N(CC2COc3ccccc3O2)C4C(=O)NC2CCCC(C)C2C)cc1 (centres undefined)	-2.0	-0.4	16.3	0.7
O=C(Cc1ccc(F)cc1)N(CC1CC1)C1CCN(Cc2ccncc2)CC1	6.9	1.1	0.5	0.1
CC1(C)C(=O)C=C[C@@]2(C)C1C=C[C@]1(C)C2CC[C@@]2(C)[C@H](c3ccoc3)OC(=O)C3OC321 (some centres undefined)	-15.5	0.9	4.0	0.1
O=C(COc1ccc(Cl)cc1Cl)OCCN=C1NS(=O)(=O)c2ccccc21	3.2	-0.3	7.8	0.6
Cc1cc(NCCN2CCOCC2)nc(N2CCCC2CO)n1 (centres undefined)	-10.9	0.3	-0.4	0.2
CC(=O)OCCCn1cnc2c(N)ncnc21	-4.7	-1.2	4.3	0.0
Cc1cc(OCC(=O)Nc2nnn(C)n2)cc(C)c1Cl	0.3	-1.2	2.0	0.2
CCCCOc1ccc(C(=O)Oc2ccc([N+](=O)[O-])cc2)cc1	15.9	1.1	1.0	-0.1
CC(C)(C)C(=O)NC1CCN(Cc2nnnn2C2CC2)CC1	6.9	-0.6	12.8	1.2
COc1ccc(OC)c(S(=O)(=O)N2CCC(C(=O)N(C)Cc3ccccc3)CC2)c1	12.3	-0.2	0.0	-0.1
CN1C(C(=O)NCc2ccc3c(c2)OCO3)CC(c2ccc(F)cc2)NS1(=O)=O (centres undefined)	1.9	-0.1	6.8	-0.1
COC(=O)c1ccc(Nc2nc3ccc(C)cc3n3cnnc23)cc1	12.2	-1.8	-0.4	0.1
COC(=O)Cc1ccc(NS(=O)(=O)c2ccc(Cl)cc2)cc1	-0.2	1.4	-0.8	0.0
COc1ccc(CCNC(=O)c2cn3ccc(C)cc3n2)cc1OC	-16.1	-0.2	10.3	-0.1
COc1ccc(NC(=O)CCSCCC(=O)Nc2ccc(OC)cc2OC)c(OC)c1	9.9	0.6	-5.0	0.0
CCOC(=O)c1ccc(NC(=O)C2CCCN(S(=O)(=O)c3ccc(F)cc3)C2)cc1 (centres undefined)	6.6	2.4	-5.2	-0.1
CNc1nc2ccccn2c(=O)c1/C=C1\SC(=S)N(CC2CCCO2)C1=O (centres undefined)	8.9	0.3	6.9	0.0
Nc1ncnc2c1ncn2C1OC(CO)C(F)C1O (centres undefined)	-4.3	-0.7	9.4	0.0
Cc1cccn2c(CNC3CCN(Cc4ccccc4)C3)c(C(=O)N3CCOCC3)nc12 (centres undefined)	1.8	-0.2	-6.9	-0.2
O=C(CC1SCCNC1=O)Nc1ccc(Cl)c(Cl)c1 (centres undefined)	-18.3	0.6	-5.6	-0.1
